SMARCA2 activ – activators of SMARCA2 function | MG213 cells, MMTV-luciferase reporter, dexamethasone, overnight | activation, % at 9.1 µM | 370,000 tested, 1% active | AID 652017; in the data active = activation above about 7.8%;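 note: 0% = vehicle wells and 100% = reference activator wells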
PG9 binder – small molecules binding HIV-1 gp120 antibody PG9; TR-FRET gp120-PG9 antibody binding; AID 624416; inhibition, % at 6.7 µM; 360,000 tested, 0.43% active; in the data active = inhibition above about 8.5%
mABHD4 FP – ABHD4 (mouse) inhibition, primary FP screen. purified mABHD4, FP-Rh probe fluorescence polarization. AID 720543. Q8VD66. inhibition, % at 8.92 µM. 370,000 tested, 0.54% active;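 active = inhibition exceeding the mean over every tested compound plus 3 SD, cut at about 30% in these data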;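 note: 0% = plate median of compound wells and 100% = S159A mutant with DMSO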
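Assay system: wild-type mouse ABHD4 protein; compound: single nominal dose of 8.92 µM, 0.89% DMSO final; schedule: 45 min + 60 min at 25 °C; measured by: FP readout, ex 525 nm / em 598 nm; evaluation: % inhibition of FP-Rh probe binding versus controls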
GC-B act – GC-B (human) receptor activation; P20594; activation, % at 10 µM; 370,000 tested, 0.11% active; HEK293-GC-B cells, CNP EC30, cGMP TR-FRET; 0% at EC30 CNP, 100% saturating CNP;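 active = activation at 10 µM reaching about 35% in either raw or pattern-adjusted values, limit read from the data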
ASAP1 inh – inhibitors of human ASAP1 ArfGAP activity; Q9ULH1; ASAP1-stimulated ARF1 GTP hydrolysis, GDP FP detection; inhibition, % at 16.5 µM; 360,000 tested, 0.19% active; in the data active = inhibition above about 25%;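 note: 0% = vehicle with enzyme and substrate and 100% = no enzyme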
HTRA1 inh – inhibitors of human serine peptidase HTRA1; Q92743; recombinant HTRA1, FP-rhodamine activity-based probe, fluorescence polarization; inhibition, % at 5.96 µM; 340,000 tested, 0.5% active; AID 504803; in the data active = inhibition above about 36%;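 note: 0% = enzyme with DMSO and 100% = wells lacking enzyme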
Target sequence (Q92743 whole entry, looked up): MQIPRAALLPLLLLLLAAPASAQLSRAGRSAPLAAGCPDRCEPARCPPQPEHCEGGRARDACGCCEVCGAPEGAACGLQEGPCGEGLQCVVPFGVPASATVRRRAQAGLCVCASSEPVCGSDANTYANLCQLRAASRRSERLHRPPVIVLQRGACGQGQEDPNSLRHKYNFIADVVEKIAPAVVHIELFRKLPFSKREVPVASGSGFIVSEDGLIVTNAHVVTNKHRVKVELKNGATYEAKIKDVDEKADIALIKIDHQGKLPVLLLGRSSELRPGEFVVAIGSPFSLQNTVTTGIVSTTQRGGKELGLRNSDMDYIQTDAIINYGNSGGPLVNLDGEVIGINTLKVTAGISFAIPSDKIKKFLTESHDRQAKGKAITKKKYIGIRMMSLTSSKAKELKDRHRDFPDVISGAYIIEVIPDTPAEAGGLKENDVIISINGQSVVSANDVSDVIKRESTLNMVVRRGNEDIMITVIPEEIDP
NPR1 activator – GC-A (human) enzyme activation; AID 1671463; HEK293 GC-A cells, cGMP TR-FRET, EC30 ANP; 0% at EC30 ANP, 100% saturating ANP; 370,000 tested, 0.14% active; activation, % at 10 µM; in the data active = activation above about 40%
rCAG RNA binder – r(CAG) repeat RNA binding | inhibition, % at 3 µM | AID 651821 | 370,000 tested, 1.3% active | TO-PRO-1 dye displacement fluorescence;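 active = inhibition above the plate cutoff, the mean of all test compounds on that plate plus 3 SD, cut at about 35% in these data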;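 note: 0% = DMSO alone and 100% = 100 µM mitoxantrone as full dye displacement; higher means more dye released from RNA so lower well fluorescence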
ARFGAP1 inhibitor – inhibits rat ARF GTPase activating protein 1 | Q62848 | Arfgap1-stimulated ARF1 GTP hydrolysis, GDP FP detection | inhibition, % at 16.5 µM | 360,000 tested, 0.26% active;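 active = inhibition above a per-plate limit, mean inhibition of low control wells plus 3 SD, cut at about 25% in these data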;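 note: 0% = DMSO wells with enzyme and 100% = wells lacking Arfgap1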
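Replicates: Single well per compound | Assay system: Truncated rat Arfgap1 GAP domain | Control set: No-Arfgap1 wells (100%) versus DMSO full-reaction wells (0%) | Times: Enzyme reaction 120 min at 25 °C after 20 min preincubation | Reagent: Human ARF1(Δ1-17)-GTP substrate | Measured by: Tracer-displacement fluorescence polarization with EDTA stop, 620/688 nm | Measure: Percent inhibition of Arfgap1-stimulated GTP hydrolysis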
Rev-erbA mod – modulates human Rev-erb alpha binding to DNA. 370,000 tested, 0.79% active. Rev-erbα–FITC-DNA binding, fluorescence polarization, 90 min. activity, % at 10 µM. P20393;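 active = activity above about 14%, limit read from the data; passing the limit was not always enough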;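 note: 0% = DMSO wells with 35 nM protein and 100% = DMSO wells with 750 nM protein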
Target sequence (P20393 whole entry, looked up): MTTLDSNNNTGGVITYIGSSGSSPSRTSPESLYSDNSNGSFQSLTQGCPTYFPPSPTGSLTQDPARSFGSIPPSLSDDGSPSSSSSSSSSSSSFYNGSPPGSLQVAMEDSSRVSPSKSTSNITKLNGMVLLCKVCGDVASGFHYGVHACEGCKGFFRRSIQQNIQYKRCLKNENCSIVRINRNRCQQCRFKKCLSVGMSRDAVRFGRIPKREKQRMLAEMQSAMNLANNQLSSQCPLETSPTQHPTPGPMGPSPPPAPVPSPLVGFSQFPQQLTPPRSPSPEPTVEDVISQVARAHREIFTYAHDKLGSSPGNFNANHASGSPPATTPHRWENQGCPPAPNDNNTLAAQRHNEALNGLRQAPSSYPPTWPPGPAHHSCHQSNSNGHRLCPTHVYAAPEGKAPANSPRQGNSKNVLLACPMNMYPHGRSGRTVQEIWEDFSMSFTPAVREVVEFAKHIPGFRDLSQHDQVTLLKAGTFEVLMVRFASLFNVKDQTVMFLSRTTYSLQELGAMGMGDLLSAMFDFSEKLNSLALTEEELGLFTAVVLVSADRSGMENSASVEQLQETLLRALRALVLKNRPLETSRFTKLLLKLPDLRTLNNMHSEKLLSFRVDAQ
The depositor's hits bear a star; . = not tested or not shown. Rows are unselected (roughly 4.4% active in at least one column).

SMILES | SMARCA2 activ | PG9 binder | mABHD4 FP | GC-B act | ASAP1 inh | HTRA1 inh | NPR1 activator | rCAG RNA binder | ARFGAP1 inhibitor | Rev-erbA mod
COc1ccc(NC(=O)c2ccsc2NC(C)=O)cc1 | -1 | -2.6 | 5 | -1 | -5 | -3 | -5 | 4 | 8 | -7
S=C(NCCSCc1ccc(Cl)cc1Cl)Nc1ccccc1 | -3 | 1.0 | -30 | 2 | 10 | -55 | 3 | -1 | -3 | 3
CN(CC(=O)Nc1cccc(F)c1)C(=O)c1cc(-c2ccco2)nc2ccccc12 | -1 | 1.7 | 12 | -1 | -10 | -3 | -1 | 30 | -15 | -31
O=C1CCC(C(=O)O)N1 (configuration not stated) | -1 | -2.3 | 0 | -8 | -10 | 0 | 3 | 0 | -11 | 10
CC(=O)N1CCC(C(=O)OCc2ccccc2F)(c2ccccc2)CC1 | 0 | 1.1 | 5 | -11 | 2 | -1 | -6 | -7 | -3 | 2
COc1ccc(F)cc1S(=O)(=O)NCC(c1ccc2c(c1)OCO2)N1CCN(C)CC1 (configuration not stated) | 0 | -0.7 | 3 | -2 | -3 | 1 | -6 | -4 | -14 | 1
O=C(Cc1ncon1)Nc1ccc(F)c(F)c1F | 0 | -2.5 | -4 | 0 | -7 | 1 | 2 | 2 | 6 | -2
CN(CCO)C1=CC(=O)CC(C)(C)C1 | 2 | 0.3 | -12 | 6 | -9 | -1 | -1 | -2 | 1 | -1
COc1cccc2c1OCC(CN1CCN(C3CCCCC3)C(CCO)C1)=C2 (configuration not stated) | -4 | -1.4 | 1 | 1 | 1 | -6 | 1 | -7 | 7 | -6
CN1CCN(S(=O)C23CC4CC(CC(C4)C2)C3)CC1 (configuration not stated) | -4 | 0.7 | 3 | 9 | -3 | -4 | 3 | -4 | -5 | -2
CC(=O)N1CCC(N(CCN2CCOCC2)C(=S)Nc2cccc(C)c2)CC1 | -1 | -1.5 | 2 | -4 | -6 | 5 | 11 | -3 | 10 | -5
O=C(COC(=O)CCc1c[nH]c2ccccc12)Nc1cccc(Cl)c1 | -1 | -0.1 | -4 | -4 | -3 | -2 | -4 | 3 | 8 | 5
CC[C@@H](CCCc1ccc(F)cc1)CN(Cc1ccc(OC)cc1)S(=O)(=O)c1ccc(C)cc1 | -4 | . | 1 | -2 | . | . | -2 | 7 | . | 2
CCOC(=O)CS(=O)(=O)c1ccc2ccccc2c1 | -3 | 0.2 | -7 | 13 | -9 | 1 | 5 | -3 | 5 | 3
CC(=O)N1[C@@H](CO)[C@@H](c2ccc(-c3cccc(F)c3)cc2)[C@@H]1CNCC1CCC1 | 0 | . | 3 | 0 | . | . | -1 | 5 | . | 9
COc1ccc2cnn(-c3ccccc3)c(=O)c2c1OC | -1 | -0.9 | -1 | -2 | -11 | 9 | -2 | -2 | 3 | 0
O=C(c1ccc(CN2CCc3ccccc3C2)cc1)N1CCCCC1 | -2 | 1.9 | 2 | 6 | 4 | -2 | 1 | -4 | 6 | 0
O=C(NCCNc1ccc([N+](=O)[O-])cc1)c1ccco1 | -1 | -0.4 | -2 | -5 | 9 | -1 | -2 | 3 | 4 | -1
COCCNC(=O)CN1CCC(NC(=O)Nc2ccccc2)CC1 | -1 | 2.4 | -4 | 6 | -10 | -6 | 5 | 2 | 2 | 1
COc1ccc(C(=O)C2CCCN(C3Cc4ccccc4C3)C2)c(OC)c1 (configuration not stated) | -4 | -1.5 | 7 | 2 | -14 | -11 | -1 | 2 | 2 | -1
Cn1nc(-c2ccccc2)cc1NS(=O)(=O)c1ccccc1 | -1 | -2.7 | 4 | 5 | 4 | 4 | -1 | 5 | 13 | -4
O=C(NC1CCCCC1)c1ccc(S(=O)(=O)NCc2cccnc2)cc1 | -6 | -1.1 | 1 | -2 | 4 | -6 | 3 | -4 | -1 | -1
C[C@H](O)[C@@H]1CN2CCc3c([nH]c4c(-c5ccc6c(c5)OCO6)cccc34)[C@@H]2C[C@@H]1N(C)C(=O)c1ccco1 | 0 | . | 2 | -6 | . | . | -3 | 4 | . | 9
CCOC(=O)Cc1csc(NC(=S)NC(=O)c2ccccc2Br)n1 | -2 | -2.1 | 2 | 4 | 7 | -8 | 0 | 3 | 7 | -6
O=C(NCc1ccco1)c1cc(-c2cccs2)nc2ccccc12 | -1 | 0.6 | -1 | 7 | 24 | -17 | 3 | 8 | -1 | -3
(listing goes on)
SMILES | SMARCA2 activ | PG9 binder | mABHD4 FP | GC-B act | ASAP1 inh | HTRA1 inh | NPR1 activator | rCAG RNA binder | ARFGAP1 inhibitor | Rev-erbA mod
CCCCCCCCN1CN2Cc3ccc(C)cc3C2CS1(=O)=O (configuration not stated) | -1 | . | -2 | -2 | . | . | 3 | 1 | . | -3
CCOc1ccccc1CN1CCN(Cc2ccc(C)o2)C(CCO)C1 (configuration not stated) | 1 | 0.8 | 6 | -4 | 12 | 8 | -6 | -4 | 5 | 2
CCC(NC(=O)c1ccncc1)c1ccccc1 (configuration not stated) | 0 | -0.7 | 1 | 5 | -4 | 8 | 3 | -2 | 5 | 1
C[C@]12C=CC(=O)C=C1CC[C@@H]1[C@@H]2[C@@H](O)C[C@@]2(C)[C@H]1CC[C@]2(O)C(=O)COC(=O)CCC(=O)NCCc1ccc(O)cc1 | -1 | 1.1 | 1 | 6 | -2 | -7 | 2 | -3 | 0 | -2
O=C(COC(=O)/C=C/c1ccc(F)cc1)NCc1cccs1 | 1 | 0.2 | -2 | 4 | 1 | -4 | 2 | 2 | 15 | -3
COc1ccc(NC(=O)COC(=O)Cc2c[nH]c3ccccc23)cc1OC | 5 | -1.0 | 8 | 1 | 5 | -2 | 2 | -4 | 12 | -4
COCCOC(=O)C1=C(C)NC(=O)NC1c1c(F)cccc1Cl (configuration not stated) | -3 | -2.3 | 4 | 6 | 5 | 3 | -2 | -3 | 5 | 7
Cc1ccccc1-c1nc(CS(=O)(=O)CC(=O)NCc2ccccc2)c(C)o1 | -5 | 0.2 | -12 | -4 | 6 | -6 | -12 | 0 | 13 | 6
COc1ccc(C(=O)NCc2ccon2)cc1OC1CCN(C(C)C)CC1 | 1 | -2.1 | -3 | 1 | 6 | 3 | 3 | 1 | -11 | 4
Cc1cccc(-n2ncc3c(NCCCn4ccnc4)ncnc32)c1 | -1 | 0.8 | -6 | 2 | -10 | -1 | 0 | 2 | -3 | -7
Cc1cccc(NC(=O)CC2SC(=NC3CCCCC3)NC2=O)c1 (configuration not stated) | 0 | 1.6 | -11 | 4 | 1 | -4 | -2 | -3 | -3 | -5
CN(c1ccc(C(=O)NCCc2ccccc2)cc1)S(C)(=O)=O | 3 | 0.2 | 1 | 4 | -1 | 8 | 1 | 0 | 8 | 0
Cc1cc(NC(=O)CSc2nc(-c3ccco3)cc(C(F)(F)F)n2)n(-c2ccccc2)n1 | 0 | -1.1 | -3 | 3 | -21 | -2 | -3 | 11 | 3 | -1
CC(C)NCC(O)COCCOc1ccc(Br)cc1 (configuration not stated) | -2 | 2.1 | 4 | -3 | 3 | 2 | 1 | -4 | -13 | -8
O=C(Nc1cccc(NC(=O)c2c(F)cccc2F)n1)c1c(F)cccc1F | -4 | -1.1 | -19 | 2 | 14 | -17 | 0 | -1 | 25* | 1
O=C(c1ccc(Cl)c(S(=O)(=O)N2CCOCC2)c1)N1CCN(c2ccccc2)CC1 | -2 | 0.5 | 3 | -6 | -16 | -1 | 3 | -8 | -1 | -1
CC12CCC(C(=O)N(NC(=O)c3ccccc3Cl)C1=O)C2(C)C (configuration not stated) | 0 | -1.3 | 5 | 4 | 4 | 3 | -4 | -2 | -8 | -1
COc1ccccc1-n1cnc2c(c1=O)c1nc3ccccc3nc1n2CCc1ccccc1 | -2 | 0.5 | -1 | 0 | 2 | 1 | 10 | -1 | 14 | 3
O=C(COC(=O)CCCOc1ccc(Cl)cc1Cl)NCc1ccccc1 | -5 | -0.9 | -5 | -2 | 19 | -21 | 12 | -2 | 17 | -4
Cc1cc2c(o1)CC(C)(C)CC2=O | -3 | 0.6 | 2 | 0 | 0 | -3 | -5 | -1 | -9 | 3
CC(=O)n1cc([C@@H]2C=C(C(=O)O)O[C@H](OCc3ccc(CO)cc3)C2)c2ccccc21 | 0 | -0.9 | -1 | -3 | -6 | 5 | 3 | 18 | 24 | -2
Cc1ccc(N(C(=O)c2snc(C(N)=O)c2N)C(C(=O)NC2CCCC2)c2ccncc2)cc1 (configuration not stated) | 2 | -0.9 | -8 | -2 | 5 | -9 | -5 | -2 | -3 | -2
CCc1nc(SCC(=O)Nc2nnc(CC)s2)c2c(C)c(C)sc2n1 | -1 | 1.4 | -5 | -5 | -14 | 2 | -2 | -1 | 4 | 3
CCOC(=O)CNc1ccc2c(c1)OCO2 | 0 | -2.9 | 5 | 0 | 1 | 12 | -5 | 0 | -7 | 0
CCn1c(O)c(C=C2N=c3ccccc3=N2)sc1=S | 0 | 2.0 | 2 | -4 | 6 | 4 | 2 | 6 | 2 | -2
Following part:
SMILES | SMARCA2 activ | PG9 binder | mABHD4 FP | GC-B act | ASAP1 inh | HTRA1 inh | NPR1 activator | rCAG RNA binder | ARFGAP1 inhibitor | Rev-erbA mod
COc1ccc(C(=O)N2CCOC2CNC(=O)C(=O)NCc2ccc(F)cc2)cc1 (configuration not stated) | -1 | 1.4 | 5 | 3 | -2 | -8 | 4 | -2 | 0 | -4
C=CCn1c(COc2ccc3c(c2)CCCC3)nnc1SCC(=O)Nc1cccc(SC)c1 | -4 | 1.4 | -57 | -8 | -4 | -89 | 0 | 7 | 0 | 2
CCC1C2CN(C(C)=O)CC=C2C(C#N)=C(N)C1(C#N)C#N (configuration not stated) | 4 | -2.8 | 0 | 0 | -6 | -1 | 3 | -3 | -10 | -3
CCOC1=C2CN(S(=O)(=O)c3ccc(C)cc3)[C@@H](c3cccc4ccccc34)C[C@H]2[C@H]2C(=O)N(c3ccccc3)C(=O)[C@H]2C1 | 0 | -0.2 | 6 | 1 | -1 | . | 5 | 5 | 3 | 0
COc1ncnc2c1N[C@@](C)(O)c1c(F)c(F)c(F)c(F)c1S2 | -1 | -1.3 | 1 | 4 | -9 | 8 | -1 | -1 | 8 | 1
CCC1(CC)N([O-])C(C)=C(c2ccccc2)[N+]1=O | 2 | -0.4 | 5 | 9 | 6 | 6 | 0 | 2 | -6 | 0

5 of these compounds in another layout.
SMILES	SMARCA2 activ	PG9 binder	mABHD4 FP	GC-B act	ASAP1 inh	HTRA1 inh	NPR1 activator	rCAG RNA binder	ARFGAP1 inhibitor	Rev-erbA mod
COc1ccc(C(=O)N2CCOC2CNC(=O)C(=O)NCc2ccc(F)cc2)cc1 (configuration not stated)	-1	1.4	5	3	-2	-8	4	-2	0	-4
C=CCn1c(COc2ccc3c(c2)CCCC3)nnc1SCC(=O)Nc1cccc(SC)c1	-4	1.4	-57	-8	-4	-89	0	7	0	2
CCC1C2CN(C(C)=O)CC=C2C(C#N)=C(N)C1(C#N)C#N (configuration not stated)	4	-2.8	0	0	-6	-1	3	-3	-10	-3
CCOC1=C2CN(S(=O)(=O)c3ccc(C)cc3)[C@@H](c3cccc4ccccc34)C[C@H]2[C@H]2C(=O)N(c3ccccc3)C(=O)[C@H]2C1	0	-0.2	6	1	-1	.	5	5	3	0
COc1ncnc2c1N[C@@](C)(O)c1c(F)c(F)c(F)c(F)c1S2	-1	-1.3	1	4	-9	8	-1	-1	8	1

High-throughput results deposited in PubChem BioAssay by several laboratories.
